ATXN2 expr inh: reduces ATXN2 reporter expression in HEK-293 cells; HEK-293 ATXN2-luciferase reporter, luminescence, 24 h; Potency, µM (top dose mostly 57 µM), inactives show at the highest dose activity change, negative = inhibition, usual class: inhibitors; hit rate 0.72% among 360,000; also: potency is read from the fitted curve at half-maximal effect; % is scaled to controls: 0 for no effect and ±100 for the full control effect; nearly all actives have a fitted effect of over 55% in size
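ATXN2-luciferase reporter cells (luciferase flanked by upstream and downstream ATXN2 gene portions) were treated 24 h at 37 °C with compounds at up to 57 uM. SteadyGlo luminescence gave expression; GF-AFC fluorescence gave viability.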
KB-3-1 tox: KB-3-1 parental cell cytotoxicity; KB-3-1 viability, CellTiter-Glo ATP luminescence, 72 h; Potency, µM (doses to about 46.1 µM), for the others: top-dose activity change, negative = cytotoxic, hits mostly cytotoxic; AID 1347075; hit rate 1.4% among 400,000; also: potency is read from the fitted curve at half-maximal effect; % is scaled to controls: 0 for no effect and ±100 for the full control effect; nearly all actives have a fitted effect of over 60% in size
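KB-3-1 parental drug-naive adenocarcinoma cells in DMEM/10% FBS, incubated 72 h at 37 C with pin-transferred compounds across a concentration series. Viability by CellTiter-Glo luminescence; concentration-response curves fitted after normalization.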
HT1080 IDH1KD tx: kills HT-1080 cells with IDH1 knockdown; HT-1080 IDH1 knockdown viability, ATP luminescence, 48 h; Potency, µM (top dose mostly 46.1 µM), without a hit: top-dose activity, negative = toxicity, usual class: cytotoxic; hit rate 2% among 360,000; AID 686971;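 also: potency is read from the fitted curve at half-maximal effect; 0% = DMSO wells and -100% = cell-free medium wells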
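Knockdown cells (IDH1KD HT-1080) received compounds 2 h after plating at 750 cells/well and were kept 48 h at 37 °C in 5% FBS RPMI. A CellTiter-Glo luminescence read gave % activity for curve fitting.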
ATXN viability: viability counter-screen for ATXN expression inhibitors | Potency, µM (series often up to 56.7 µM), most hits filed as cytotoxic | S2 cells (HEK-293 line with an ATXN2-luciferase reporter) viability, CellTiter-Fluor protease fluorescence, 24 h | hit rate 0.49% among 400,000 | AID 651635; also: potency is read from the fitted curve at half-maximal effect; nearly all actives have a fitted effect of over 40% in size
SW480 rereplic: inducers of DNA re-replication in SW480 colon cancer cells; hit rate 1.8% among 340,000; SW480 DNA re-replication, Hoechst DNA content imaging, 48 h; AID 624297; Potency, µM (series often up to 46.1 µM), inactives show top-dose re-replication activation, actives largely listed as activators; also: potency is read from the fitted curve at half-maximal effect; % of control where 0% means no effect; nearly all actives have a fitted effect of over 55% in size
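Treated cells incubate 48 hr (37 C, 5% CO2), are stained 40 min with Hoechst, and nuclear fluorescence is enumerated; a rise in nuclei with high DNA signal marks re-replication.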
HT1080-NT tox: kills 2HG-producing HT-1080-NT fibrosarcoma cells; HT-1080-NT fibrosarcoma viability, CellTiter-Glo ATP luminescence, 48 h; Potency, µM (series often up to 46.1 µM), without a hit: at the top dose activity, negative = less viability, usual class: cytotoxic; hit rate 1.6% among 360,000; AID 686970;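 also: NT is the 2HG producing partner of a matched IDH1 knockdown line; potency is read from the fitted curve at half-maximal effect; 0% = DMSO-treated cells and -100% = media-only wells without cells; nearly all actives have a fitted effect of over 55% in size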
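Read-out is CellTiter-Glo luminescence after 10 minutes at room temperature, following 48 hours' compound treatment of HT-1080-NT cells (750 cells/well, RPMI, 5% FBS, 37 degrees C).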
IL-1B inflam inh: inflammasome signaling inhibition, IL-1 beta readout. activity change, % at 57.5 µM. THP-1 LPS/ATP IL-1B secretion, AlphaLISA, 16 h; hits give low values. AID 743279. hit rate 4.7% among 360,000; in the data active = activity change below about -50%; inconclusive = mostly about -30% to -49%; also: % is scaled to controls: 0 for no effect and ±100 for the full control effect
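Secreted IL-1B measured by AlphaLISA bead assay after 16 h compound exposure of THP-1 cells; compounds (final up to 57.5 uM) added 1 h before LPS (250 ng/mL) and ATP (1.25 mM) stimulation; lower signal means less secretion.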
MCF10A rerep: inducers of DNA re-replication in MCF 10A breast cells; MCF 10A DNA re-replication, Hoechst nuclear intensity, 48 h; Potency, µM (doses to about 46.1 µM), without a hit: top-dose activity, positive = re-replication, usual class: activators; hit rate 2.9% among 350,000; AID 624296; also: potency is read from the fitted curve at half-maximal effect; % of control where 0% means no effect; nearly all actives have a fitted effect of over 50% in size
KB-V1 MDR tox: kills drug-selected multidrug resistant KB-V1 cells. AID 1347076. KB-V1 MDR cells viability, CellTiter-Glo, 72 h. hit rate 3.4% among 400,000. Potency, µM (top dose mostly 46.1 µM), for inactives: at the top dose activity change, negative = cytotoxicity, hits mostly cytotoxic; also: potency is read from the fitted curve at half-maximal effect; % is scaled to controls: 0 for no effect and ±100 for the full control effect; nearly all actives have a fitted effect of over 60% in size
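Potencies derive from concentration-effect curves fitted to normalized luminescence (CellTiter-Glo) of KB-V1 cells treated for 72 h at 37 degrees C in phenol-red-free DMEM containing 10% FBS.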
* marks the source's active call; other numbers are inactive results; & = joins results of further samples; [ ] = another dose, or the depositor's remark. Unless noted, calls follow the shape of the dose curve; as a rule, active = well fitted curve in the direction sought with a large enough effect; inconclusive = small, poorly fitted or top-dose-only effect, or another doubt; inactive = no such curve, though single readings can be large; an effect the other way counts as inactive or inconclusive. Compounds were not picked by outcome. About 11% of those tested had a hit in this group.

How did COc1ccc(/C=N/Nc2nonc2N)cc1 do in these assays?
ATXN2 expr inh: 50%[activator]; KB-3-1 tox: inconclusive; HT1080 IDH1KD tx: 5%; ATXN viability: inactive; SW480 rereplic: -9%; HT1080-NT tox: 9%; IL-1B inflam inh: -19; MCF10A rerep: 0%; KB-V1 MDR tox: 21µM*

How did COc1cc(C(=O)Nc2c(C(=O)N3CCOCC3)oc3ccccc23)cc(OC)c1OC do in these assays?
KB-3-1 tox: 1%; HT1080 IDH1KD tx: -2%; ATXN viability: inactive; SW480 rereplic: -26%; HT1080-NT tox: 17%; IL-1B inflam inh: -18; MCF10A rerep: 13%; KB-V1 MDR tox: 19%

What do the screens show for `Cc1cc(C)cc(N2C(=O)CSC23C(=O)N(CC(=O)NC2CCCCC2)c2ccccc23)c1` (centres undefined)?
ATXN2 expr inh: 1%; KB-3-1 tox: inconclusive; ATXN viability: inactive; KB-V1 MDR tox: -7%

What do the screens show for `O=C(O)CC(NC(=O)C12CC3CC(CC(C3)C1)C2)c1ccc(Cl)cc1` (centres undefined)?
KB-3-1 tox: 3%; HT1080 IDH1KD tx: -1%; ATXN viability: inactive; SW480 rereplic: -9%; HT1080-NT tox: 9%; IL-1B inflam inh: 0; MCF10A rerep: -14%; KB-V1 MDR tox: -7%

What do the screens show for `Cc1cc(-c2nnc3n2CCCCC3)c(C)n1-c1ccccc1`?
ATXN2 expr inh: -14%&-2%; KB-3-1 tox: inconclusive; HT1080 IDH1KD tx: 1%; ATXN viability: inactive; SW480 rereplic: -2%; HT1080-NT tox: 2%; IL-1B inflam inh: inconclusive; MCF10A rerep: 27%; KB-V1 MDR tox: 21µM*

Results for CCOC(=O)N/N=C(/C)c1ccc(N2C(=O)C3CCCCC3C2=O)cc1 (centres undefined) ?
KB-3-1 tox: -2%; HT1080 IDH1KD tx: 9%; ATXN viability: inactive; SW480 rereplic: -32%[inhibitor]; HT1080-NT tox: 7%; IL-1B inflam inh: 2; MCF10A rerep: -22%; KB-V1 MDR tox: 9%

What do the screens show for `COc1ccc2c(c1)CCC(C)N2C(=O)C(=O)c1c[nH]c2ccccc12` (centres undefined)?
ATXN2 expr inh: -26%; KB-3-1 tox: inconclusive; HT1080 IDH1KD tx: 3%; ATXN viability: inactive; SW480 rereplic: inconclusive; HT1080-NT tox: inconclusive; IL-1B inflam inh: 83; MCF10A rerep: inconclusive; KB-V1 MDR tox: inconclusive

What do the screens show for `O=C(COC(=O)/C=C/c1ccc(C(F)(F)F)cc1)Nc1ccc2[nH]c(=O)[nH]c2c1`?
ATXN2 expr inh: 3%; KB-3-1 tox: -4%; HT1080 IDH1KD tx: -2%; ATXN viability: inactive; SW480 rereplic: inconclusive; HT1080-NT tox: -13%; IL-1B inflam inh: 5; MCF10A rerep: 9%; KB-V1 MDR tox: -2%

Results for O=C(c1ccncc1)N1CCN(S(=O)(=O)c2ccc3ccccc3c2)CC1 ?
ATXN2 expr inh: -12%; KB-3-1 tox: inconclusive; HT1080 IDH1KD tx: -3%; ATXN viability: inactive; SW480 rereplic: inconclusive; HT1080-NT tox: -2%; IL-1B inflam inh: 42; MCF10A rerep: 0%; KB-V1 MDR tox: -8%

How did COc1cc([C@@H]2CC=C(C(=O)O)[C@H](c3ccc(Cl)cc3)N2S(=O)(=O)c2ccc(C)cc2)cc(OC)c1OC do in these assays?
ATXN2 expr inh: -1%; KB-3-1 tox: 0%; HT1080 IDH1KD tx: -26%; ATXN viability: inactive; SW480 rereplic: inconclusive; HT1080-NT tox: -2%; IL-1B inflam inh: 52; MCF10A rerep: inconclusive; KB-V1 MDR tox: -25%

How did COC(=O)[C@]1(Cc2ccccc2)N[C@H](CN(C)S(=O)(=O)c2ccc(OC(F)(F)F)cc2)[C@@H]2C(=O)N(Cc3ccccc3)C(=O)[C@@H]21 do in these assays?
ATXN2 expr inh: 1%; KB-3-1 tox: -4%; HT1080 IDH1KD tx: 7%; ATXN viability: inactive; SW480 rereplic: -6%; HT1080-NT tox: 8%; IL-1B inflam inh: 0; MCF10A rerep: 10%; KB-V1 MDR tox: -22%

What do the screens show for `COc1cc2cc[n+](Cc3ccc([N+](=O)[O-])cc3)cc2cc1OC`?
ATXN2 expr inh: -12%; KB-3-1 tox: 0%; HT1080 IDH1KD tx: -16%; ATXN viability: inactive; SW480 rereplic: -2%; HT1080-NT tox: -13%; IL-1B inflam inh: -13; MCF10A rerep: 12%; KB-V1 MDR tox: -1%

Results for O=C(NCc1ccco1)c1ccccc1-c1nc(-c2ccc(F)cc2)no1 ?
ATXN2 expr inh: -6%; KB-3-1 tox: -20%; HT1080 IDH1KD tx: -10%; ATXN viability: inactive; SW480 rereplic: -5%; HT1080-NT tox: 0%; IL-1B inflam inh: 34; MCF10A rerep: 10%; KB-V1 MDR tox: -7%

What do the screens show for `O=C(NC1CCS(=O)(=O)C1)/C(=C\c1ccccc1)NC(=O)c1ccccc1` (centres undefined)?
ATXN2 expr inh: -6%; KB-3-1 tox: 6%; HT1080 IDH1KD tx: 21%; ATXN viability: inactive; SW480 rereplic: -1%; HT1080-NT tox: 16%; IL-1B inflam inh: -9; MCF10A rerep: 4%; KB-V1 MDR tox: -17%

Results for O=C(Nc1cccnc1)c1ccc([N+](=O)[O-])o1 ?
ATXN2 expr inh: 1%; KB-3-1 tox: inconclusive; HT1080 IDH1KD tx: inconclusive; ATXN viability: inactive; SW480 rereplic: inconclusive; HT1080-NT tox: inconclusive; IL-1B inflam inh: -92*; MCF10A rerep: 7.3µM*; KB-V1 MDR tox: inconclusive

Results for O=C(CSc1ccc2c(c1)OCCO2)Nc1ccc(N2CCOCC2)cc1 ?
ATXN2 expr inh: -2%; KB-3-1 tox: 2%; HT1080 IDH1KD tx: 15%; ATXN viability: inactive; SW480 rereplic: 0%; HT1080-NT tox: 7%; IL-1B inflam inh: -19; MCF10A rerep: 7%; KB-V1 MDR tox: inconclusive

How did O=C(NCc1ccc(Cl)cc1)C(=O)NCC1OCCN1S(=O)(=O)c1cccs1 (centres undefined) do in these assays?
ATXN2 expr inh: 12%; KB-3-1 tox: 25%; HT1080 IDH1KD tx: 6%; ATXN viability: inactive; SW480 rereplic: -8%; HT1080-NT tox: 8%; IL-1B inflam inh: -11; MCF10A rerep: 5%; KB-V1 MDR tox: 0%

How did Cc1cc(C)cc(OCC(=O)Nc2ccccc2N2CCCCC2)c1 do in these assays?
ATXN2 expr inh: -11%; KB-3-1 tox: 2%; HT1080 IDH1KD tx: 15%; ATXN viability: inactive; SW480 rereplic: inconclusive; HT1080-NT tox: 12%; IL-1B inflam inh: 23; MCF10A rerep: 8.2µM*; KB-V1 MDR tox: -14%

How did O=C(Cc1cccc(C(F)(F)F)c1)NCc1ccc(Cl)cc1Cl do in these assays?
ATXN2 expr inh: -1%; KB-3-1 tox: 2%; HT1080 IDH1KD tx: -15%; ATXN viability: inactive; SW480 rereplic: -3%; HT1080-NT tox: -12%; IL-1B inflam inh: -66*; MCF10A rerep: inconclusive; KB-V1 MDR tox: inconclusive

What do the screens show for `O=C(NCC1CCCO1)c1ccc(NC(=O)C2CC=CCC2C(=O)O)cc1` (centres undefined)?
ATXN2 expr inh: -2%; KB-3-1 tox: 17%; HT1080 IDH1KD tx: 10%; ATXN viability: inconclusive; SW480 rereplic: -9%; HT1080-NT tox: 18%; IL-1B inflam inh: 6; MCF10A rerep: -3%; KB-V1 MDR tox: 0%

What do the screens show for `Fc1ccccc1/C=N/n1cc(-c2ccccc2)[nH]c1=S`?
ATXN2 expr inh: 25%; KB-3-1 tox: 4%; HT1080 IDH1KD tx: 14%; ATXN viability: inactive; SW480 rereplic: 0%; HT1080-NT tox: -10%; IL-1B inflam inh: 5; MCF10A rerep: 0%; KB-V1 MDR tox: 3%

Results for CCN1CCc2nc(N)oc2CC1 ?
ATXN2 expr inh: -3%&1%; KB-3-1 tox: 0%; HT1080 IDH1KD tx: 11%&2%; ATXN viability: inactive; SW480 rereplic: 7%&2%; HT1080-NT tox: inconclusive; IL-1B inflam inh: 5; MCF10A rerep: -4%&3%; KB-V1 MDR tox: 0%

What do the screens show for `O=C(NCCCn1ccnc1)C(=O)Nc1ccccc1`?
ATXN2 expr inh: 16%; KB-3-1 tox: 13%; HT1080 IDH1KD tx: 26%; ATXN viability: inactive; SW480 rereplic: 0%; HT1080-NT tox: 13%; IL-1B inflam inh: 13; MCF10A rerep: -4%; KB-V1 MDR tox: 5%

How did COc1ccc(CNc2ccc(Cl)cc2)cc1Cn1ccnc1 do in these assays?
ATXN2 expr inh: -2%; KB-3-1 tox: -12%; HT1080 IDH1KD tx: -22%; ATXN viability: inactive; SW480 rereplic: -3%; HT1080-NT tox: -15%; IL-1B inflam inh: -71*; MCF10A rerep: inconclusive; KB-V1 MDR tox: -20%

Results for Clc1ccc(C2[C@H]3CN(CC4CCCCC4)[C@H](c4ccccc4)C34CC2(c2cccnc2)C4)cn1 (some centres undefined) ?
ATXN2 expr inh: -8%; KB-3-1 tox: 1%; HT1080 IDH1KD tx: -2%; ATXN viability: inactive; SW480 rereplic: 2%[9.22 µM]; HT1080-NT tox: 4%; IL-1B inflam inh: 11; MCF10A rerep: 3%; KB-V1 MDR tox: -3%

What do the screens show for `COCCCN1C(=O)C2C(C(=O)Nc3cc(C)cc(C)c3)C3C=CC2(O3)C1C(=O)NC1CCCCC1` (centres undefined)?
ATXN2 expr inh: 4%; KB-3-1 tox: -2%; HT1080 IDH1KD tx: 17%; ATXN viability: inactive; SW480 rereplic: 2%; HT1080-NT tox: 12%; IL-1B inflam inh: -6; MCF10A rerep: -17%; KB-V1 MDR tox: 11%

Source: PubChem BioAssay (National Center for Advancing Translational Sciences (NCATS))
